M1 agonist = M1 muscarinic receptor agonism. AID 626. B-score at 10 µM. CHO-M1 cells, Fluo-4 calcium fluorescence, agonist mode; active compounds read high. hit rate 3% among 64,000;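 active means fluorescence rise, raw or as B-score row- and column-corrected plate score, outside the 99.7% band of its plate's samples, either direction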
NADH coupling = blocks coupling enzymes of NAD/NADH assays | coupled PK/LDH NADH assays, four targets | IC50, µM (top dose mostly 10 µM), for inactives: top-dose inhibition | hit rate 0.02% among 65,000 | AID 774;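 active means single-dose screening hits from any of four coupled enzyme assays that gave an IC50 when retested across doses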;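 further: the DPM-DC format reads NADH fluorescence rather than 340 nm absorbance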
SF1 activator = activators of human nuclear receptor SF-1; Q13285; CHO-K1 Gal4-SF-1 LBD luciferase reporter; % increase over DMSO SF-1-specific signal; activation, % at 10 µM; hit rate 1.9% among 65,000; AID 522;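 active means activation above the mean activation of all tested compounds plus 3 SD, cut at about 50% in these data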
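material = CHO-K1 cells with Gal4–hSF-1 LBD chimera plus Gal4-driven luciferase | compound = 10 µM single point, 1% DMSO | incubation = 20 h compound exposure at 37 °C after 1 h cell settling | measured by = SteadyLite luciferase luminescence | evaluation = percent activation relative to DMSO median and mock-transfected background | control set = DMSO negative control and −SF1 background wells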
M1 antag = blocks the rat M1 muscarinic receptor response to acetylcholine; AID 628; CHO-M1 cells, Fluo-4 calcium, ACh EC80 antagonist mode; active compounds read low; B-score at 10 µM; hit rate 3.4% among 64,000; P08482;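 active means calcium fluorescence response, raw or row-and-column corrected B-score, differing from the plate sample mean either way at a set confidence level, mostly lower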
Target sequence (P08482 whole entry, looked up): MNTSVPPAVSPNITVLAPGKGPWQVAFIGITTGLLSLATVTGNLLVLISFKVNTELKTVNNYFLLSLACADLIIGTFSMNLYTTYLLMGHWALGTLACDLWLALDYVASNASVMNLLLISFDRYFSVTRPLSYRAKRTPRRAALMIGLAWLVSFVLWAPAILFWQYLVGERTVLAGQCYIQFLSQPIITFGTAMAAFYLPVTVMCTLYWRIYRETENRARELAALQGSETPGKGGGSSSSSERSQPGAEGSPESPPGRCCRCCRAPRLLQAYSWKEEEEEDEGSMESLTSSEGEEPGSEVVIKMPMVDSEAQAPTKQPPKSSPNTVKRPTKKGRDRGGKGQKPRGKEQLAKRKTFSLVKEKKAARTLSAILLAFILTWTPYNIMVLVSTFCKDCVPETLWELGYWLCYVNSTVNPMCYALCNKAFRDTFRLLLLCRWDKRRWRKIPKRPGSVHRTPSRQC
Jurkat tox 60K = cytotoxicity toward Jurkat cells; Jurkat E6.1 viability, ATP luminescence, 48 h; inhibition, % at 4 µM; hit rate 1.2% among 56,000; AID 463;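 active means inhibition above the mean inhibition of all tested compounds plus 3 SD, cut at about 28% in these data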
tolC growth inh = blocks growth of E. coli BW25113 tolC mutant; OD615; hit rate 2.2% among 65,000; growth inhibition, % at 10 µM (by protocol);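 active means growth inhibition at or above a cutoff equal to the mean over every tested compound plus 3 SD, cut at about 60% in these data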;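 further: growth measured after 20 h incubation at 37 °C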
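Test system: E. coli BW25113 ΔtolC::kan bacteria | Medium: Kanamycin-containing LB broth (50 µg/mL) | Dosing: One dose of 10 µM final | Times: 20 h incubation with compound, 37 °C | Detection: Optical density read at 615 nm | Read-out basis: Percent growth inhibition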
HEK293 NFkB inh = inhibitors of the PMA/ionomycin-induced NF-kB reporter in HEK293 cells | hit rate 0.21% among 62,000 | HEK-293 NF-kB luciferase reporter, luminescence | AID 465 | inhibition, % at 3 µM;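 active means inhibition above the mean of all tested compounds plus 3 SD, cut at about 40% in these data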;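 further: 0% = stimulated DMSO wells and 100% = 10 µM reference inhibitor 5653914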
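Signal: luciferase luminescence; Material: HEK-293 cells with stable firefly luciferase reporter driven by four HIV NF-kB elements; Probe or stimulus: PMA with ionomycin; Replication: tested once; Times: 1 h compound pretreatment, then 16 h stimulation at 37 °C, 5% CO2; Benchmarks: DMSO and 10 µM reference inhibitor; Evaluation: per-plate % inhibition versus controls.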
TNAP act mid DEA = activators of human TNAP at intermediate phosphate acceptor | P05186 | purified TNAP, CDP-star luminescence, 100 mM DEA, 30 min; active compounds read high; scale: 0 levamisole-inhibited, 1 vehicle-only enzyme | activation factor at 20 µM | 64,000 tested, under 10 active | AID 813;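 active means activation factor of at least 2 at 20 µM, relative to controls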
Target sequence (P05186 whole entry, looked up): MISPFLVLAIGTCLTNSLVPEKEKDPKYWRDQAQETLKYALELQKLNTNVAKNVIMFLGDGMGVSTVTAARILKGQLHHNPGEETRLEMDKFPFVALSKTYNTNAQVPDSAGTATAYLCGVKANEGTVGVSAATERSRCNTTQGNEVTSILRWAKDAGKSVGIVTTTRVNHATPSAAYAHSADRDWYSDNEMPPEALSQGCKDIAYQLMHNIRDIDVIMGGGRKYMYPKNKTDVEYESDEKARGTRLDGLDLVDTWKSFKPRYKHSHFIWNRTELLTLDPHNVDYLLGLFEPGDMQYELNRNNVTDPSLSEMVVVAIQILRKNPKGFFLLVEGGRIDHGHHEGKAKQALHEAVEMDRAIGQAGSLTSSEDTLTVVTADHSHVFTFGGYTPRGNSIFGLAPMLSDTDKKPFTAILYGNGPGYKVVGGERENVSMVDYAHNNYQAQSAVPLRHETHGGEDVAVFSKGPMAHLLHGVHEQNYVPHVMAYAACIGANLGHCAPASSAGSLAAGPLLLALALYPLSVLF
D1 allo mod = allosteric modulators of human D1 dopamine receptor; P21728; HEK293 D1, CRE-luciferase, dopamine EC30 potentiation; actives deviate in either direction; B-score at 10 µM; hit rate 5.9% among 58,000; AID 641;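 active means luminescence count or its row- and column-corrected plate score outside the 99.7% band of the plate's sample wells, on either side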
Numbers without * were called inactive; · = not tested or not shown; [ ] = dose if it differs, or a comment.

item	mol	M1 agonist	NADH coupling	SF1 activator	M1 antag	Jurkat tox 60K	tolC growth inh	HEK293 NFkB inh	TNAP act mid DEA	D1 allo mod
1	CC(C)(C)C1=C(C#N)C(c2cc3c(cc2Br)OCO3)C(C#N)=C(N)O1 (configuration not stated)	0.098	8%	2	-0.074	0	5	16	0.8	-0.0033
2	Cc1ccc(OCc2ccoc2C(=O)O)cc1C	-1.1	4%	-3	0.56	8	3	3	1	0.13
3	COc1ccc(OC)c(CCNC(=O)CC2Oc3ccccc3NC2=O)c1 (configuration not stated)	-0.23	0%	-6	-0.48	2	8	10	0.9	-0.0064
4	CCn1c(COc2ccccc2)nnc1SCC(=O)NC1CCCCC1	0.9	5%	3	0.032	-8	3	-8	1	-0.047
5	COc1ccc2c(c1)OCC1=C2CCC2(C)C(=O)CC=C12 (configuration not stated)	1.6	7%[fluoresces]	-12	0.11	4	5	13	0.9	0.0034
6	O=C(Nc1ccccc1OC(F)F)c1ccc(F)cc1	-0.043	5%	-1	-0.59	3	4	3	0.9	0.52
7	COc1ccc2cc(CN(Cc3ccco3)Cc3nnnn3C3CCCCC3)c(=O)[nH]c2c1	0.42	2%	3	-0.0034	2	23	8	0.9	1
8	CCOCCCNS(=O)(=O)c1ccc2c(c1)OCCO2	-0.41	7%	5	0.82	5	-10	20	0.9	0.27
9	O=C(NCc1ccc2c(c1)OCO2)c1cc2c(s1)CS(=O)(=O)C2	0.085	6%	12	0.027	-7	-1	7	0.9	·
10	O=C(CSc1nnc(CNC(=O)c2cccs2)o1)c1ccccc1	-0.6	6%	1	-0.18	·	-7	8	0.9	0.21
11	CCOC(=O)Cn1nnnc1C(CC)N(Cc1cccs1)Cc1cc2cc(C)ccc2[nH]c1=O (configuration not stated)	0.76	6%	5	0.3	6	14	8	1	-0.1
12	Fc1ccccc1CSc1nnc(Cn2cnc3ccccc32)n1-c1ccccc1	-1.9	4%	-5	0.048	2	10	17	0.9	0.12
13	CCOC(=O)N1CCN(C(=O)C2CCN(S(=O)(=O)N(CC)CC)CC2)CC1	-0.31	5%	-15	-0.26	0	-21	6	0.9	1.1
14	c1ccc(-c2nc(-c3ccco3)cs2)nc1	-0.17	13%[fluoresces]	20	-0.84	-2	6	0	0.9	1
15	Cc1cc(=O)n(-c2ccc3ccccc3n2)[nH]1	-0.65	3%	1	0.12	-6	-10	4	1	-1.1
16	CC(=O)Oc1cc2c(C(C)=O)coc2c2ccccc12	0	2%	12	-0.079	5	-11	-1	1	-0.02
17	CCOC(=O)N1CCN(CC(=O)Nc2c(C(=O)OC)[nH]c3cccc(Cl)c23)CC1	-0.57	11%	-9	1.4	-2	0	7	0.8	0.32
18	COCCN(CCOC)Cc1cc(=O)oc2cc3c(cc12)CCC3	·	9%	-12	·	1	-3	20	1	2.4*
19	COc1ccccc1NC(=O)Cn1cnc2c(cnn2-c2ccccc2)c1=O	0.0093	2%	-1	0.3	-4	-25	9	1	0.33
20	CCn1c(C2CC(=O)N(c3ccc(C)c(C)c3)C2)nc2ccccc21 (configuration not stated)	0.81	0%	4	-0.35	-2	22	23	1.1	-0.24
21	COc1ccc(CCNC(=O)c2ccc(N3CCCC3=O)cc2)cc1OC	0.019	3%	-5	1.3	·	-8	22	1	1.5
22	Cc1csc(NC(=O)CCc2nc3ccccc3s2)n1	-0.52	7%	-5	0.14	6	19	14	1	-0.68
23	CCOC(=O)N1CCN(Cc2nc3c(c(=O)n(C)c(=O)n3C)n2Cc2ccccc2)CC1	-0.65	1%	-3	-0.22	8	5	12	0.9	-0.084
24	Cc1nnc2sc(-c3ccc(NC(=O)c4cccnc4)cc3)nn12	-0.43	10%	15	-0.81	-11	-10	-15	1	0.06
25	CCOCCCn1c(C)nc2c(c1=O)c1nc3ccccc3nc1n2-c1ccc(C)cc1	-0.097	6%	6	0.68	-4	-16	14	1	1.7
26	Cc1ccc(-c2nnn(CC(=O)Nc3ccccc3N3CCOCC3)n2)cc1	0.19	7%	0	-0.02	1	15	12	0.9	0.35
27	COC(=O)CSc1nnc(-c2ccccc2OC)o1	-0.06	4%	4	0.018	3	2	18	0.5	1.9
28	CCOC(=O)C1CN(S(=O)(=O)c2ccc(C)cc2)CCN1S(=O)(=O)c1ccc(C)cc1 (configuration not stated)	0.24	2%	6	0.31	6	28	11	0.9	-1.1
29	Cc1ccc(-c2nc3s/c(=C\c4ccco4)c(=O)n3n2)cc1	-1.1	5%	35	-0.084	1	9	6	0.9	0.66
30	CCOC(=O)c1ccc(Oc2nc(OC)nc(N(C)C)n2)cc1	·	3%	-13	·	-2	1	7	1	0.45
31	CC1C(C#N)=C(N)OC2=C1C(=O)CCC2 (configuration not stated)	-0.17	3%	-14	-0.16	-2	-2	13	1	·
32	O=C(c1cccc(Cl)c1)N1CCN(c2ccccn2)CC1	-0.75	4%	1	-0.87	-7	-4	5	0.9	1.3
33	Cn1c(CCN2CCCCC2)nc2cc(NS(=O)(=O)c3ccc(F)cc3)ccc21	-0.52	8%	-18	-1.8*	-4	-12	19	1	-0.59
34	CCOC(=O)CCCCC(=O)c1[nH]c(=O)[nH]c1CN1CCOCC1	-0.0018	8%	9	0.19	-4	-17	12	0.9	0.0048
35	CCn1c(=O)c2cc(C(=O)N3CCCC3)sc2c2ccccc21	0.58	2%[fluoresces]	18	-2.1	1	0	1	1	1.4
36	CCCN(C(=O)CSc1nnc(-c2ccoc2C)n1N)C1CCS(=O)(=O)C1 (configuration not stated)	0.79	2%	-10	0.62	2	-4	18	0.9	-0.61
37	COc1ccc(-c2nn(CC(=O)N(C)C)c(=O)c3ccccc23)cc1	0.042	8%	-5	-0.26	-9	-19	6	0.9	0.96
38	O=C(CSc1ccccn1)Nc1ccc(Br)cn1	-0.076	7%	6	-0.12	-4	6	12	1	-0.52
39	CCC(=O)N(Cc1cccs1)C1CCOC(C)(C)C1 (configuration not stated)	-0.085	3%	-6	-0.68	·	4	·	0.9	·
40	CN(CC(=O)NCc1ccccn1)S(=O)(=O)c1ccc(Cl)cc1	0.37	2%	-10	0.17	4	-6	13	0.9	0.45
41	c1ccc(Cn2c(CSc3nnnn3-c3ccccc3)nc3ccccc32)cc1	0.17	5%	-2	-0.9	-1	7	6	0.9	0.066
42	OCCCc1nc2n(n1)C(c1ccccc1)C=C(c1ccccc1)N2 (configuration not stated)	12*	11%	-26	-0.19	-1	-5	2	0.9	-0.0043
43	CCOC(=O)N1CCN(C(=O)CCc2c(C)nc3c(c(C)nn3-c3ccc(C)c(C)c3)c2C)CC1	-0.41	11%	3	-0.52	-3	4	8	0.9	0.022
44	COc1cc(C2NC(=O)c3ccccc3O2)cc(OC)c1OC (configuration not stated)	0.11	2%	-4	-0.31	4	14	3	1	-0.41
45	COc1cccc(-c2cc(C(F)(F)F)nc(N3CCOCC3)n2)c1	0	4%	-4	-0.97	·	68*	0	0.9	0.28
46	Cc1ccc(F)cc1NC(=O)c1c(-c2ccccc2)noc1C	2.8	6%	14	0.14	-5	4	8	0.9	1.3
47	C=CCn1c(SCC(=O)Nc2nnc(CC)s2)nnc1-c1ccco1	-0.012	8%	-19	-0.019	0	-8	12	1	1.5
48	Cc1ccc(C(=O)CN2CCC(NC(=O)C3CCCCC3)CC2)cc1	-1.1	2%	-10	0.069	-1	0	1	0.9	-3.3
49	O=C(Nc1ccc2c(c1)OCO2)C(c1ccccc1)N1CCCCC1 (configuration not stated)	-0.63	0%	-19	-3.4*	3	5	10	0.9	-0.74
50	CCC(=O)Nc1c2c(nn1-c1ccc(F)cc1)CS(=O)C2 (configuration not stated)	-0.75	1%	23	0.49	0	-16	1	1	0.81

Part of the list above, in transposed form.
34: CCOC(=O)CCCCC(=O)c1[nH]c(=O)[nH]c1CN1CCOCC1
35: CCn1c(=O)c2cc(C(=O)N3CCCC3)sc2c2ccccc21
36: CCCN(C(=O)CSc1nnc(-c2ccoc2C)n1N)C1CCS(=O)(=O)C1 (configuration not stated)
37: COc1ccc(-c2nn(CC(=O)N(C)C)c(=O)c3ccccc23)cc1
38: O=C(CSc1ccccn1)Nc1ccc(Br)cn1

assay / entry,34,35,36,37,38
M1 agonist,-0.0018,0.58,0.79,0.042,-0.076
NADH coupling,8%,2%[fluoresces],2%,8%,7%
SF1 activator,9,18,-10,-5,6
M1 antag,0.19,-2.1,0.62,-0.26,-0.12
Jurkat tox 60K,-4,1,2,-9,-4
tolC growth inh,-17,0,-4,-19,6
HEK293 NFkB inh,12,1,18,6,12
TNAP act mid DEA,0.9,1,0.9,0.9,1
D1 allo mod,0.0048,1.4,-0.61,0.96,-0.52

The list goes on.
item	mol	M1 agonist	NADH coupling	SF1 activator	M1 antag	Jurkat tox 60K	tolC growth inh	HEK293 NFkB inh	TNAP act mid DEA	D1 allo mod
51	CCC(=O)/C=C1\Sc2ccc(OC)cc2N1CCO	0.0026	2%	-17	0.35	-1	1	-1	0.8	-1.8
52	COc1ccc(N2CCN(Cc3cc(=O)oc4c3ccc3ccccc34)CC2)cc1	0.079	6%	-2	0.6	-2	-5	-1	0.9	-0.64
53	O=C(Oc1cccc2ccccc12)c1ccco1	0.32	2%	-4	1	-4	-16	10	1	-0.022
54	c1ccc(COc2ccc(OCCCn3cncn3)cc2)cc1	-0.66	4%	27	-0.38	6	17	-16	0.9	·
55	c1ccc2sc(NC3=NCN(Cc4ccc5c(c4)OCO5)CN3)nc2c1	0.0037	3%	-8	-0.6	4	35	-1	0.9	0.87
56	COCCNC(=O)CN(Cc1ccc2c(c1)OCO2)C(=O)CCC(=O)Nc1nccs1	-0.76	5%	-1	0.01	-2	-9	18	1	0.096
57	CC(C)c1ccccc1NC(=O)c1cnccn1	0.026	6%	-14	-0.089	-1	6	9	0.9	0.054
58	CCC(=O)Nc1ccc(S(=O)(=O)Nc2cccnc2)cc1	0.22	8%	11	0.094	8	-5	-7	1	-1.3
59	Cc1ccc(S(=O)(=O)N(C)Cc2nc(-c3ccc(Br)cc3)no2)cc1	0.43	4%	-2	-0.011	1	-8	9	0.9	-0.012
60	O=C(O)C1CCCN1C(=O)c1cncc(Br)c1 (configuration not stated)	-1.4	0%	8	-0.15	-8	-13	5	0.9	-0.16
61	O=C(c1ccc(NS(=O)(=O)c2cccc3cccnc23)cc1)N1CCOCC1	-0.82	2%	16	0.12	3	-8	-1	·	1.4
62	CCN1CCCC1CNC(=O)c1cn(C)c2ccc(S(=O)(=O)N3CCCCCC3)cc2c1=O (configuration not stated)	-0.78	2%	-2	-0.79	4	-17	14	0.9	0.52
63	O=C(CCN1C(=O)COc2ccccc21)NCc1cccnc1	0.44	5%	-5	-0.064	4	-15	25	0.9	1.7
64	COc1ccccc1N1CCN(c2ncnc3c2oc2ccccc23)CC1	3.9*	10%	43	-1.1	11	35	24	1	-0.16
65	N#CC(C#N)=c1ccc2c(c1)N1C3=C(CCCC3)CC3CCCCC31N=2 (configuration not stated)	2.8	5%	-1	-1.1	-2	82*	1	0.8	-0.23
66	O=C(NCc1ccco1)C(c1ccc(F)cc1)N(CC1CCCO1)C(=O)Cn1nnc2ccccc21 (configuration not stated)	0.44	2%	-8	0.5	-5	-4	2	0.9	-0.074
67	NC(=O)c1ccc(-c2ccc(Br)cc2)o1	0.37	4%	8	0.68	-2	2	16	0.9	-0.23
